Source: PubChem BioAssay (several laboratories)
Rv3671c protease: inhibits the M. tuberculosis serine protease Rv3671c; inhibition, % at 5.96 µM; 320,000 tested, 0.048% active; in the data active = inhibition above about 38%;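 note: extracellular domain of Rv3671c used as enzyme; 0% = enzyme with DMSO and 100% = no enzyme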
Target sequence (P9WHR9 whole entry, looked up, the tested form may be a part): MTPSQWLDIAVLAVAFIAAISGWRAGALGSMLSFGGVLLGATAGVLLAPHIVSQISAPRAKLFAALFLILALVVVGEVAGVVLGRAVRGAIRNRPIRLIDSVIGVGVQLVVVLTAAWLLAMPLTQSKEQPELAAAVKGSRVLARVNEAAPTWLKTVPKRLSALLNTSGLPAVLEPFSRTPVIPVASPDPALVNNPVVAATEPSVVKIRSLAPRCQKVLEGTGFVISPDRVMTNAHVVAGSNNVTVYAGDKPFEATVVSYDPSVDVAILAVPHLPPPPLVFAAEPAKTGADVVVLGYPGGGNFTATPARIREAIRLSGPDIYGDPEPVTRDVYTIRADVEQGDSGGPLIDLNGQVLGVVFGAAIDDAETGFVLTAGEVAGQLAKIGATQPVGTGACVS
FadD28 FP inh: inhibitors of Mycobacterium tuberculosis FadD28 bisubstrate binding | AID 588549 | inhibition, % at 12.5 µM | 360,000 tested, 0.22% active | FadD28 bisubstrate probe binding, fluorescence polarization; in the data active = inhibition above about 8.5%, passing the limit was not always enough; inconclusive = no clear call, values can overlap the other calls
MazEF act: increases E. coli MazEF RNase cleavage of RNA; P0AE70; FAM/BHQ RNA-DNA oligo cleavage fluorescence, 5 h; 350,000 tested, 0.32% active; activation, % at 20 µM; in the data active = activation above about 50%
Target sequence (P0AE70 whole entry, looked up): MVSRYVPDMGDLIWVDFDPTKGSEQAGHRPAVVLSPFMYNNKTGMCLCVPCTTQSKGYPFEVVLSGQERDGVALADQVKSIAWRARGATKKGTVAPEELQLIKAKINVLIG
PrPC surface inh: cell surface PrPC inhibition, primary TR-FRET screen; TR-FRET read-out; inhibition, % at 13.8 µM; 370,000 tested, 0.43% active; AID 720596; in the data active = inhibition above about 24%; note: 0% = median of the test wells and 100% = reference compound wells
Mtb FBA inh: inhibitors of M. tuberculosis fructose-bisphosphate aldolase | P9WQA3 | purified M. tuberculosis FBA, fluorescence read-out | inhibition, % at 1 µM | 360,000 tested, 2.3% active; in the data active = inhibition above about 27%;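 note: 0% = vehicle and 100% = reference inhibitor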
GDH-TPI counter: GDH-TPI coupled enzyme inhibition counter-screen | GDH-TPI coupled enzyme counterscreen, NADH absorbance | inhibition, % at 4.8 µM | 360,000 tested, 1.2% active | AID 588335; in the data active = inhibition above about 30%;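 note: 0% = DMSO wells and 100% = wells lacking the enzyme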
Mtb BioA inh: inhibitors of Mycobacterium tuberculosis BioA enzyme. purified M. tuberculosis BioA enzyme, plate reader. inhibition, % at 9.99 µM. 360,000 tested, 0.096% active; in the data active = inhibition above about 40%; inconclusive = no clear call, values can overlap the other calls
UGM FP inh: blocks M. tuberculosis UGM enzyme | purified UGM, fluorescence polarization probe displacement | AID 504406 | P9WIQ1 | inhibition, % at 10 µM | 320,000 tested, 0.06% active; in the data active = inhibition above about 10%, passing the limit was not always enough; inconclusive = no clear call, values can overlap the other calls
Target sequence (P9WIQ1 whole entry, looked up): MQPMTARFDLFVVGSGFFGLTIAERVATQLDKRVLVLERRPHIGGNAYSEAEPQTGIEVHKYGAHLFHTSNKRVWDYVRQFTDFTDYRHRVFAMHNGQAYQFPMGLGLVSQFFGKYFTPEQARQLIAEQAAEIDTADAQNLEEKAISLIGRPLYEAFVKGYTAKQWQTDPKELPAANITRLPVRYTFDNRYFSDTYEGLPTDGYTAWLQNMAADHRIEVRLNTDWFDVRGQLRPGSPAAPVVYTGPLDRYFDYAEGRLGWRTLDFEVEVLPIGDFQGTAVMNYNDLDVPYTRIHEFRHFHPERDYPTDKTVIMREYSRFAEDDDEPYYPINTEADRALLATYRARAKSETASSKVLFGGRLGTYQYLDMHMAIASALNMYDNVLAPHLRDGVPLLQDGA
BoNT-F LC inh: blocks Botulinum neurotoxin F light chain protease; 360,000 tested, 0.22% active; AID 588497; Multiplex microsphere protease cleavage assay, flow cytometry; inhibition, % at 10 µM; in the data active = inhibition above about 35%, passing the limit was not always enough; inconclusive = no clear call, values can overlap the other calls; note: plate controls were buffer without enzyme for full effect and enzyme alone for no effect
Active calls of the source: *; ? = inconclusive; . = no result given.

# | Structure | PrPC surface inh | UGM FP inh | Mtb FBA inh | FadD28 FP inh | GDH-TPI counter | BoNT-F LC inh | Rv3671c protease | Mtb BioA inh | MazEF act
1 | CN(C(=O)CS(=O)(=O)c1cn(CC(=O)N2CCOCC2)c2ccccc12)c1ccccc1 | 4 | -1.5 | 3 | -1.4 | 11 | 3 | -7 | . | -19
2 | COc1ccc(N=Cc2nc(-c3ccccc3)oc2OC(=O)c2ccccc2)cc1 | -3 | -1.5 | 5 | 2.8 | -2 | -7 | -7 | 0.2 | -8
3 | O=C(N/N=C/c1ccccc1OC(F)F)c1cc(-c2ccncc2)nc2ccccc12 | 7 | 2.6 | 1 | -1.1 | 9 | -4 | -14 | . | 13
4 | COc1ccc(C[C@@H]2c3cc(O)c(OC)cc3CCN2C)cc1O | -2 | 3.2 | 2 | 1.4 | 15 | -6 | -8 | 0.3 | -4
5 | CCCN(CC(=O)Nc1ccccc1OC)C(=O)c1cc(S(=O)(=O)NCc2ccccc2)ccc1C | 3 | 1.4 | 6 | 1.0 | -1 | -1 | -2 | -0.5 | -9
6 | CCCN1CCc2c(sc3nc(SCC)n(-c4ccccc4)c(=O)c23)C1 | . | . | 4 | . | 17 | 5 | . | 3.8 | -5
7 | Nc1nc(SCC(=O)Nc2ccc(OCc3ccccc3)cc2)n[nH]1 | 6 | -1.1 | 0 | -3.8 | 6 | -2 | -1 | -0.5 | 4
8 | COc1ccc(CCNC(=O)C(=O)N/N=C/c2cccs2)cc1OC | 2 | -1.5 | -1 | -4.4 | 1 | -5 | 1 | 0.1 | -5
9 | CCCC(=O)NC(c1ccc(C)cc1)c1ccc2cccnc2c1O (stereo unspecified) | . | -1.3 | -4 | -4.0 | 9 | ? | 16 | 0.3 | 4
10 | O=C(CSc1n[nH]c(-c2ccccc2O)n1)N1CCCc2ccccc21 | -2 | 0.4 | 0 | -4.4 | -11 | 0 | 3 | . | 8
11 | COc1cccc(CNCCN2CCOCC2)c1OC | 2 | -0.1 | 3 | -0.8 | 9 | -6 | -2 | -2.5 | -1
12 | Cc1ccc2cc(C)c(N3CCC(C)CC3)nc2c1 | -16 | -0.6 | 2 | -3.1 | 7 | -7 | -7 | . | 2
13 | O=C(O)CC(CC(=O)Nc1ccccc1C(=O)O)c1ccccc1 (stereo unspecified) | 2 | 2.9 | -2 | -1.3 | 2 | 3 | 4 | -1.6 | 7
14 | CCOC(=O)c1[nH]c2ccccc2c1NC(=O)NC1CCCCC1 | -2 | 3.7 | -3 | -3.7 | 9 | -9 | 0 | 2.9 | 0
15 | Cn1c(=O)c2ncn(CC(=O)Nc3cc(C(F)(F)F)ccc3N3CCOCC3)c2n(C)c1=O | -1 | -1.0 | 0 | -3.9 | 4 | -2 | 5 | 1.3 | 10
16 | CCN1CCN(C(=O)CN2C(=O)COc3ccc(S(=O)(=O)N4CCOCC4)cc32)CC1 | -1 | 0.4 | 3 | -0.4 | -2 | 1 | 3 | -4.0 | 4
17 | O=C(CCC(=O)N1CCN(S(=O)(=O)c2ccccc2)CC1)c1cccs1 | -5 | 0.0 | 1 | 0.3 | 12 | 4 | -11 | 0.1 | 9
18 | CC(C)CN(C(=O)CC1CCCC1)c1c(N)n(Cc2ccccc2)c(=O)[nH]c1=O | 7 | -2.0 | -2 | -1.1 | -7 | -2 | -2 | . | -4
19 | COc1ccc(/C=N/NC(=O)C(=O)N2CCCCCC2)cc1 | 2 | -0.2 | 3 | -0.6 | -4 | -2 | 7 | 0.5 | -4
20 | CCO[C@@H]1OC(C(=O)N2CCCCCCC2)=C[C@H](c2ccc(C(F)(F)F)cc2)[C@H]1CCCO | 12 | -1.1 | 6 | -11 | 4 | 9 | 1 | 3.3 | 4

Entries by screen from the list.
Compounds 5 to 8 in PrPC surface inh, in turn: 3, ., 6, 2

Back to the main list; the 2 compounds before the break are reprinted first.
# | Structure | PrPC surface inh | UGM FP inh | Mtb FBA inh | FadD28 FP inh | GDH-TPI counter | BoNT-F LC inh | Rv3671c protease | Mtb BioA inh | MazEF act
19 | COc1ccc(/C=N/NC(=O)C(=O)N2CCCCCC2)cc1 | 2 | -0.2 | 3 | -0.6 | -4 | -2 | 7 | 0.5 | -4
20 | CCO[C@@H]1OC(C(=O)N2CCCCCCC2)=C[C@H](c2ccc(C(F)(F)F)cc2)[C@H]1CCCO | 12 | -1.1 | 6 | -11 | 4 | 9 | 1 | 3.3 | 4
21 | COc1ccc(F)c(-c2nc(CN3CCN(C(=O)c4ccco4)CC3)c(C)o2)c1 | -6 | -0.4 | 1 | -2.0 | -4 | -1 | 5 | -0.3 | -1
22 | CN(C)CCOc1ccc(/C(=C(/CCCl)c2ccccc2)c2ccccc2)cc1 | 4 | . | 5 | -2.8 | 1 | -4 | -1 | -0.5 | 14
23 | CC(C)CCN1C(Nc2ccccc2)=NC[C@@H]1Cc1ccccc1 | -2 | -0.9 | 0 | -3.0 | -3 | -14 | 2 | -1.1 | 2
24 | CCCn1c(=N)c(S(=O)(=O)c2ccccc2)cc2c(=O)n3cccc(C)c3nc21 | -6 | -0.2 | 2 | 0.2 | -7 | 5 | 2 | 6.0 | 3
25 | CCS(=O)(=O)c1nc(S(=O)(=O)c2ccc(C)cc2)c(NCc2ccccn2)s1 | 10 | -3.0 | -4 | -1.0 | 9 | -5 | 2 | . | 1
26 | CCc1ccc(C(=O)CCC(=O)Nc2cccc(S(=O)(=O)N3CCCCC3)c2)cc1 | 12 | . | 3 | -1.6 | 8 | ? | . | -2.9 | -34
27 | Cc1ccc2c(c1)cc1c(=O)n(CC(=O)N(C)c3ccccc3)nc(C)n12 | 6 | -1.4 | -1 | -1.9 | -3 | 3 | -8 | -0.8 | 3
28 | O=[N+]([O-])c1ccccc1S(=O)(=O)N1CCCCC1 | 0 | 1.9 | -1 | -1.2 | 3 | 1 | -9 | -0.4 | 11
29 | CN(C)CCNc1nc(Oc2cccc(F)c2)c2sccc2n1 | 1 | . | 3 | -1.7 | 6 | -6 | . | 0.6 | .
30 | COc1cc(/C=C2\SC(=O)N(c3ccc(O)cc3)C2=O)cc(OC)c1OC | -5 | -0.4 | -3 | 0.9 | 48* | 0 | -1 | -2.0 | 6
31 | CCOc1ccc(NC(=O)c2csc3c2CCCC3)cc1 | 8 | 1.2 | -1 | -3.0 | -1 | -6 | 3 | 1.3 | 3
32 | CCOc1cc(C(=O)CCC(=O)OCC(=O)N2c3ccccc3NC(=O)C2(C)C)ccc1O | -1 | 0.9 | 3 | 0.8 | 1 | 2 | -2 | 0.7 | 4
33 | Cc1c(NC(=O)CN2c3ccccc3CC2C)c(=O)n(-c2ccccc2)n1C (stereo unspecified) | -7 | 2.3 | -1 | -1.1 | 5 | -1 | -5 | . | -1
34 | Cc1cc(NC(=O)c2ccc(N3C(=O)C4C5C=CC(C5)C4C3=O)cc2)no1 (stereo unspecified) | -3 | 0.0 | -1 | -1.0 | 5 | -6 | -3 | . | 6
35 | COC(=O)c1cn(NC(=O)c2ccccc2[N+](=O)[O-])c(=O)c2ccccc12 | -4 | 0.7 | 0 | -0.4 | 1 | -4 | 1 | -2.2 | -7
36 | COc1ccc2nc(NC(=S)N(C)C)sc2c1 | 4 | -3.0 | -1 | -1.5 | 44* | -4 | 0 | 1.6 | -2
37 | CCN(CC)CCCNc1cc(C(F)(F)F)c(C#N)c2nc3ccccc3n12 | -1 | 1.6 | 14 | 1.5 | -4 | -12 | 0 | -2.9 | -18
38 | O=C(Nc1ccc(F)cc1F)N1CCN(C(=O)c2ccco2)CC1 | -2 | -0.4 | 2 | -1.9 | -14 | 4 | -5 | -1.3 | 14
39 | O=C(CN1CCCCCCC1)N/N=C/c1ccc(F)c(F)c1 | -10 | 0.8 | 7 | -0.7 | 7 | -1 | -1 | . | -7
40 | CCC(=O)Nc1cc(C)c(NC(=O)C23CC4CC(CC(C4)C2)C3)cn1 | -5 | 1.6 | 2 | -3.4 | 0 | -9 | -9 | -1.1 | 9

As entered above:
For GDH-TPI counter, CC(C)CCN1C(Nc2ccccc2)=NC[C@@H]1Cc1ccccc1 reads -3
For Mtb FBA inh, CCN(CC)CCCNc1cc(C(F)(F)F)c(C#N)c2nc3ccccc3n12 reads 14
For BoNT-F LC inh, CCOc1cc(C(=O)CCC(=O)OCC(=O)N2c3ccccc3NC(=O)C2(C)C)ccc1O reads 2

Compounds listed so far that contain a nitro group on carbon, in the order listed:
# | Structure | PrPC surface inh | UGM FP inh | Mtb FBA inh | FadD28 FP inh | GDH-TPI counter | BoNT-F LC inh | Rv3671c protease | Mtb BioA inh | MazEF act
28 | O=[N+]([O-])c1ccccc1S(=O)(=O)N1CCCCC1 | 0 | 1.9 | -1 | -1.2 | 3 | 1 | -9 | -0.4 | 11
35 | COC(=O)c1cn(NC(=O)c2ccccc2[N+](=O)[O-])c(=O)c2ccccc12 | -4 | 0.7 | 0 | -0.4 | 1 | -4 | 1 | -2.2 | -7

(more compounds)
# | Structure | PrPC surface inh | UGM FP inh | Mtb FBA inh | FadD28 FP inh | GDH-TPI counter | BoNT-F LC inh | Rv3671c protease | Mtb BioA inh | MazEF act
41 | COc1cccc(OC)c1C(=O)Nc1cccc(-c2ccc(N3CCOCC3)nn2)c1 | -2 | 1.1 | 6 | -3.2 | 4 | . | -5 | -0.3 | 4
42 | O=C(Cn1c2c(c(-c3ccccc3Cl)cc1=O)CCC2)N1CCC2(CC1)OCCO2 | -3 | -1.3 | 10 | -4.1 | -2 | -1 | 3 | 0.1 | -1
43 | CCOc1ccccc1Cn1c(=O)oc2ccc(C)cc21 | 8 | 0.7 | 1 | -0.4 | 9 | 2 | -3 | 1.2 | 0
44 | C/C(=N\NC(=O)CC(C)C)c1ccc(Cl)c(Cl)c1 | 5 | -0.7 | -3 | -0.5 | -7 | -17 | -2 | 0.9 | 1
45 | COc1cc(OC)cc(C(=O)N2CCN(C(=O)c3cccs3)CC2)c1 | -9 | 0.7 | 0 | -0.8 | 4 | -17 | -12 | 0.9 | 11
46 | Cc1c(CCC(=O)O)c(=O)oc2cc(OCc3ccccc3F)ccc12 | 2 | -1.5 | 121* | -3.0 | 18 | -2 | -8 | -0.1 | 2
47 | CCOc1ccccc1NC=C1C(=O)OC(C)(C)OC1=O | 5 | 0.7 | -1 | -5.1 | 41* | -2 | -11 | 0.7 | 6
48 | CN(C)CCN=Cc1c(O)n(Cc2ccco2)c(=O)[nH]c1=O | 2 | 1.1 | 2 | -4.0 | -4 | -4 | 5 | -1.5 | 1
49 | CC(C)Oc1c(Br)cc(Br)cc1/C=N/NC(N)=S | 2 | -2.1 | -1 | -7.7 | 17 | 0 | 0 | -0.5 | 4
50 | COc1cc(OC)c(C2N(c3cc(C)on3)C(=O)C3CCCN32)cc1OC (stereo unspecified) | -14 | 3.2 | 4 | -1.3 | 9 | -22 | -6 | -1.8 | 0
51 | COc1cc(N=c2ssnc2Cl)cc(OC)c1 | -6 | -0.8 | 1 | 0.6 | -2 | -8 | -5 | -5.9 | -2
52 | O=C(NCC1CCCO1)c1cccc(S(=O)(=O)Nc2ccccc2Cl)c1 (stereo unspecified) | -1 | . | -2 | -3.2 | 13 | -7 | . | 0.1 | 2
53 | CCCCC(=O)Nc1ccnc(-c2cccnc2)n1 | -3 | 2.5 | 2 | 0.5 | 1 | -11 | -6 | . | 1
54 | CC(C)(C)C1CCC(C(=O)NCC(c2cccs2)N2CCOCC2)CC1 (stereo unspecified) | 9 | 0.3 | 1 | -3.3 | 6 | 10 | 6 | 0.8 | 0
55 | Cc1ccc(Oc2ncccc2/C=N/OCc2ccc(Cl)c(Cl)c2)cc1 | -2 | -2.9 | 1 | 0.3 | 4 | -23 | -5 | -0.4 | 0
56 | COC(=O)c1ccc(/C=C/c2ccc3cccc(OC(C)=O)c3n2)cc1 | -20 | -1.2 | -5 | -6.4 | 16 | -3 | 0 | . | -5
57 | CCOc1ccccc1NC(=O)CSc1nnnn1C1CCCC1 | 12 | 0.3 | -2 | -3.2 | -6 | 6 | 0 | 2.6 | 3
58 | Cc1c(Br)c([N+](=O)[O-])nn1CC(=O)NCc1ccccc1 | -16 | 3.0 | 0 | -3.1 | 6 | -2 | -8 | -1.4 | 12
59 | COc1ccc(Oc2ncnc3c2ncn3Cc2ccccc2)cc1 | 3 | -1.7 | 3 | 0.4 | 1 | -25 | 3 | 3.4 | 10
60 | COc1ccc(-c2nc3ccccc3c(=O)n2CCOc2c(C)cccc2C)cc1 | -5 | -0.6 | 1 | -0.6 | 1 | -7 | 7 | . | -3
